# Screening data deposited in PubChem BioAssay by National Center for Advancing Translational Sciences (NCATS).
# Integrin act MD = qHTS for Activators of Integrin-Mediated Alleviation for Muscular Dystrophy; alpha7betagal myoblasts, beta-gal FDG fluorescence, 48 h; Potency, µM (doses to about 38.3 µM), for the others: top-dose activation, hits mostly activators; hit rate 0.064% among 350,000;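 also: potency is read from the fitted curve at half-maximal effect; 100% = response of the positive control SU9516; nearly all actives have a fitted effect of over 60% in size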
#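 Alpha7betagal+/- myoblasts (passage 13) were plated 16-24 hr, then exposed to compounds (1:260 dilution of DMSO stock) for 48 hours at 37C. After MPER lysis, β-galactosidase reporter activity was read as FDG fluorescence (ex 480/em 540) after 30 minutes.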
# ASM inhibitor = Inhibitors of Secretory Acid Sphingomyelinase (S-ASM): qHTS. Sphingomyelin phosphodiesterase (Homo sapiens), P17405. placental ASM, HMU-PC fluorogenic substrate, 60 min. Potency, µM (doses to about 57.5 µM), for the others: at the highest dose activity change, negative = inhibition, most hits filed as inhibitors. hit rate 0.006% among 340,000; also: potency is read from the fitted curve at half-maximal effect
#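 Steps: dispense placental human ASM, pin compound, wait 10 min at room temperature, add HMU-PC0 substrate at 9 uM final, incubate 60 min at 37 °C, add stop solution raising pH to 10, read fluorescence.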
# TSG101-PTAP inh = qHTS Assay for Iinhibitors of HIV-1 Budding by Blocking the Interaction of PTAP/TSG101; Fluorescence polarization, FITC-PTAP peptide / Tsg101 binding; 340,000 tested, under 10 active; Potency, µM (series often up to 115 µM), without a hit: top-dose activity change, negative = inhibition, actives largely listed as inhibitors; active = well fitted inhibition curve with a large enough effect in the main read-out, with a control signal flat, not every such curve was filed as active; inconclusive = small, poorly fitted or top-dose-only effect, or effect the other way, or a change in a side signal; inactive = no such curve, though single readings can be large or run the other way; also: potency is read from the fitted curve at half-maximal effect; % of control where 0% means no effect
# Target sequence (Q99816 whole entry, looked up): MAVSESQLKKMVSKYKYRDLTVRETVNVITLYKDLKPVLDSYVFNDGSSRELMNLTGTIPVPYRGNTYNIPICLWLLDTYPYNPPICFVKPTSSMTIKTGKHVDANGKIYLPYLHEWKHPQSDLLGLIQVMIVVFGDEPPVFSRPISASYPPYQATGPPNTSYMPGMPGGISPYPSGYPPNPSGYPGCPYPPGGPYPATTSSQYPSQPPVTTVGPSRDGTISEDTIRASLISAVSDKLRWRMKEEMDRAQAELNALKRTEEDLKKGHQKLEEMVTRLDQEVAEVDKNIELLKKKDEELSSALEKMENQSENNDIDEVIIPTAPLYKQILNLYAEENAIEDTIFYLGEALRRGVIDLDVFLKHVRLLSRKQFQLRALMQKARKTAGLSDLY
#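 Steps: Tsg101 binding domain dispensed (10 uM final), compounds pinned in DMSO, FITC-labeled PTAP-motif peptide added (50 nM final); after 20 min binding at room temperature, polarization measured.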
# Menin-MLL TR inh = qHTS Assay for Inhibitors Targeting the Menin-MLL Interaction in MLL Related Leukemias: Competition With Texas Red Labeled MLL-derived Mutant Peptide; O00255; Menin + Texas Red MLL mutant peptide, fluorescence polarization; Potency, µM (series often up to 61.6 µM), inactives show at the highest dose FP activity change, negative = inhibition, usual class: inhibitors; hit rate 0.23% among 270,000; active = well fitted inhibition curve with a large enough effect in the polarisation, with a control signal flat, not every such curve was filed as active; inconclusive = small, poorly fitted or top-dose-only effect, or effect the other way, or a change in a side signal; inactive = no such curve, though single readings can be large or run the other way; the % refers to the polarisation; also: potency is read from the fitted curve at half-maximal effect; % of control where 0% means no effect; many of its hits are not listed in these tables
# Target sequence (O00255 whole entry, looked up): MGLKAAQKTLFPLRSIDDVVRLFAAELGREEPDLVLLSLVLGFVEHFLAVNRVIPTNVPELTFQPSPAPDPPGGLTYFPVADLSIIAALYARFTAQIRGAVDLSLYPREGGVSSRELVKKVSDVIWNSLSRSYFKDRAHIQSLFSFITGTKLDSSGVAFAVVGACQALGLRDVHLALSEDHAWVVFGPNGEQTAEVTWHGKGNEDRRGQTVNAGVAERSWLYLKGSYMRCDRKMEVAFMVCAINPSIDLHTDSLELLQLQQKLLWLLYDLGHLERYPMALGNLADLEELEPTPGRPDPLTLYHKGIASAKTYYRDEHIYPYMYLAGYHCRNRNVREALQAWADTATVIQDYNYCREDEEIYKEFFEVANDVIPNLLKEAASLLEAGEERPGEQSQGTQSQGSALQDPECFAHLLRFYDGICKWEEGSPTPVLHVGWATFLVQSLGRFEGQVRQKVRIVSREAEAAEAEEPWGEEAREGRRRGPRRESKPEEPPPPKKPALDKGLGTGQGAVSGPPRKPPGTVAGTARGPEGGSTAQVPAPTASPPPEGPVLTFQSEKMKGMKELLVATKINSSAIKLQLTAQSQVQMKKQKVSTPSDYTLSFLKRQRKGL
# Chronic BCR inh = qHTS Assay to Find Inhibitors of Chronic Active B-Cell Receptor Signaling. ABC-DLBCL IkBa-CBG/CBR reporter, luminescence ratio, 4 h. Potency, µM (series often up to 46.1 µM), without a hit: top-dose ratio change, negative = lower green/red ratio, actives largely listed as inhibitors. hit rate 0.05% among 340,000; active = well fitted inhibition curve with a large enough effect in the signal ratio, with a control signal flat, not every such curve was filed as active; inconclusive = small, poorly fitted or top-dose-only effect, or effect the other way, or a change in a side signal; the % refers to the signal ratio;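 also: potency is read from the fitted curve at half-maximal effect; plate controls were basal doxycycline-induced cells for no effect and cells given 10 µM MG132 for full effect; MG132 reads +100%, hits lower the ratio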
#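 Doxycycline induced both beetle luciferases in TMD8 lymphoma cells; IKK-driven degradation limits the IkappaBalpha-fused green signal, while red luminescence normalises for cell number and nonspecific effects. Compounds tested up to 46 uM, 4 hrs.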
# Giardia killer = Small Molecules that selectively kill Giardia lamblia: qHTS. Giardia lamblia trophozoite viability. activity change, % at 7.66 µM, hits read low. hit rate 0.15% among 340,000; in the data active = activity change below about -80%; inconclusive = between about -30% and that limit;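 also: parasites exposed to compound for two days anaerobically before the ATP read; % is scaled to controls: 0 for no effect and ±100 for the full control effect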
#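 ATP-content bioluminescence gauges trophozoite survival. Cells (100/well) receive compound and incubate anaerobically for 48 hrs at 37 deg C; detection reagent follows for 15-30 min at room temperature.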
# GALK inhibitor = qHTS Assay for Inhibitors of Human Galactokinase (GALK); P51570; Purified GALK, Kinase-Glo residual ATP luminescence; Potency, µM (series often up to 57.5 µM), without a hit: at the highest dose activity change, negative = inhibition, usual class: inhibitors; hit rate 0.007% among 270,000; AID 1868, 2009; also: potency is read from the fitted curve at half-maximal effect; % is scaled to controls: 0 for no effect and ±100 for the full control effect
#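 GALK at 5 nM final was combined with compound, 35 uM ATP and 100 uM galactose in HEPES pH8.0 with MgCl2 and DTT. The reaction ran one hour at room temperature before luminescent ATP detection.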
# B2AR arrestin = qHTS assay of beta-arrestin-biased ligands of beta2-adrenergic receptor; hit rate 0.02% among 330,000; AID 492947, 2010; Potency, µM (series often up to 46.1 µM), without a hit: top-dose activation, actives largely listed as activators; beta-arrestin recruitment to beta2AR, cell-based reporter;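 also: potency is read from the fitted curve at half-maximal effect; 0% = DMSO controls and full agonism = EC100 isoproterenol or metaproterenol; nearly all actives have a fitted effect of over 65% in size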
# PKM2 activator = qHTS Assay for Activators of Human Muscle isoform 2 Pyruvate Kinase | AID 1631, 2009 | Potency, µM (top dose mostly 57.5 µM), for the others: at the highest dose activation, hits mostly activators | Pyruvate kinase PKM (Homo sapiens), P14618 | purified PKM2, Kinase-Glo ATP luminescence, activation; response scale: 0% is enzyme alone, no compound | hit rate 0.34% among 260,000; also: potency is read from the fitted curve at half-maximal effect; % is scaled to controls: 0 for no effect and ±100 for the full control effect; nearly all actives have a fitted effect of over 55% in size
#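 Purified hPK-M2 (>95%) run at intermediate activity with 0.1 mM ADP and 0.5 mM PEP in 50 mM imidazole pH 7.2, KCl, MgCl2; 1 h room temperature. ATP formed read by Kinase-Glo luminescence; normalized to uninhibited and no-enzyme controls.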
# Tb PFK inh = qHTS Assay to Find Inhibitors of T. brucei phosphofructokinase. ATP-dependent 6-phosphofructokinase (Trypanosoma brucei brucei), O15648. T. brucei PFK, ADP-Glo luminescence. Potency, µM (series often up to 57.5 µM), without a hit: at the highest dose activity, negative = inhibition, most hits filed as inhibitors. hit rate 0.17% among 330,000;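 also: potency is read from the fitted curve at half-maximal effect; 0% = uninhibited 1x PFK enzyme wells and -100% = no-enzyme wells; nearly all actives have a fitted effect of over 60% in size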
#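 Activity is normalized to no-enzyme wells (full inhibition) and 1.25 nM enzyme wells (no inhibition). Reaction: 0.5 mM F6P, 0.1 mM ATP, 45 min RT, ADP-Glo luminescence; concentration-response curves fitted and classed by quality.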
# FBPA coupling cs = qHTS Assay for Inhibitors of Fructose-1,6-bisphosphate Aldolase from Giardia Lamblia: Coupling assay counterscreen | coupling enzyme system counterscreen, AmpLite Red fluorescence | hit rate 0.67% among 290,000 | activity change, negative = inhibition, % at 58.2 µM, hits read low; in the data active = activity change below about -30%; also: % is scaled to controls: 0 for no effect and ±100 for the full control effect
#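 Coupling enzymes only (glyceraldehyde-3-phosphate) + compound, at 57.5 uM final, 10 min RT; add substrate/coupling/AmpLite Red mix, 20 min RT; fluorescence ex 525/em 598 nm. Actives flag coupling-system interference.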
# Active calls of the source: *; ? = inconclusive; . = no result given; [ ] = dose if it differs, or a comment. Unless noted, calls follow the shape of the dose curve; as a rule, active = well fitted curve in the direction sought with a large enough effect; inconclusive = small, poorly fitted or top-dose-only effect, or another doubt; inactive = no such curve, though single readings can be large; an effect the other way counts as inactive or inconclusive.
# Every second line gives: Integrin act MD	ASM inhibitor	TSG101-PTAP inh	Menin-MLL TR inh	Chronic BCR inh	Giardia killer	GALK inhibitor	B2AR arrestin	PKM2 activator	Tb PFK inh	FBPA coupling cs
[1] O=C(NN1CCCCC1)c1cccc2ccccc12
  0.5%	-0.2%	-2.5%	-0.1%	6.3%	5.7	-0.5%	-0.1%	-4.6%	6.3%	-4.0
[2] COc1ccccc1Oc1nc(-c2ccccc2)cc(C)c1S(C)(=O)=O
  6.7%	-19.5%	-3.7%	1.2%	10.6%	5.6	-1.2%	-0.3%	1.7%	2.4%	1.3
[3] Cc1noc(C)c1COc1ccc(C(=O)NCCc2ccc(F)cc2)cc1
  -9.3%	-2.0%	-3.3%	.	-4.9%	2.7	.	0.1%	.	0.0%	.
[4] CC1=C(C(=O)OC(C)C)C(c2ccccc2)NC(=S)N1C (stereo not drawn)
  15.0%	0.1%	-4.4%	-11.0%	0.9%	9.2	.	0.2%	-1.5%	-5.3%	1.9
[5] COc1cc(-c2ccc(NC(=O)NC3CC3)c(OC)c2)ccc1NC(=O)NC1CC1
  .	.	.	-17.2%	?	.	-3.6%	3.5%	2.5%	1.2%	1.1
[6] CC(/C=C/c1ccco1)=N\NC(=O)COc1ccc(C)c(C)c1
  5.6%	-3.1%	-3.2%	-12.3%	-11.3%	15.4	-1.4%	0.9%	?	1.3%	-0.6
[7] Cc1cc(S(=O)(=O)Nc2ccc(C(=O)N3CCN(C(=O)c4ccco4)CC3)cc2)ccc1F
  -17.6%	1.2%	-3.2%	-19.6%	?	9.9	0.1%	0.1%	?	-2.3%	3.5
[8] O=S(=O)(Nc1ccc2c(c1)OCCO2)c1cccc2nsnc12
  4.9%	4.8%	-2.7%	7.7%	1.5%	-2.2	2.4%	0.1%	6.3%	-7.9%	2.7
[9] Cc1cc2cc(CN(Cc3cccs3)C(c3nnnn3C(C)(C)C)C(C)C)c3nnnn3c2cc1C (stereo not drawn)
  -4.3%	3.6%	0.8%	4.0%	-2.2%	1.9	-0.1%	-0.2%	-6.0%	-0.7%	4.7
[10] CCOc1ccccc1NCc1cc(=O)oc2cc(C)c(O)cc12
  33.1%	4.3%	1.0%	21.0%	-0.7%	37.6[activator]	-3.6%	-0.3%	.	-2.6%	0.6
[11] O=C(Nc1ccc(Cl)cc1)Nc1cc(S(=O)(=O)N2CCOCC2)ccc1N1CCCC1
  ?	-7.2%	-5.1%	4.9%	?	4.6	0.6%	-1.4%	4.3%	-9.0%	-1.3
[12] CCN(CC(=O)Nc1c(F)cccc1F)C(=O)c1ccc(C#N)cc1
  -20.6%	3.3%	-5.4%	-12.6%	1.1%	-13.6	2.1%	4.8%	.	1.9%	2.4
[13] CC[C@H](C)[C@H](NC(N)=O)C(=O)OCC(=O)NCc1ccc(Cl)cc1
  -65.0%[inhibitor]	9.3%	-8.0%	9.3%	0.4%	20.9	-0.5%	0.0%	2.1%	1.6%	-1.4
[14] O=C(O)C1Cc2ccccc2CN1C(=O)CCl (stereo not drawn)
  ?	7.6%	0.3%	0.4%	3.9%	-13.8	7.0%	-0.1%	0.5%	0.8%	0.7
[15] C=CCn1c(P(=O)(O)c2ccccc2)nc2ccccc21
  29.6%	2.6%	-6.3%	-1.1%	3.6%	-0.1	.	-1.6%	-11.5%	-0.8%	2.1
[16] Cc1nc(CNC(=O)C2CCC(=O)N(Cc3cccc(F)c3)C2)sc1C (stereo not drawn)
  26.5%	-0.3%	-3.1%	-1.8%	1.5%	-18.7	5.9%	0.4%	1.1%	3.9%	-2.3
[17] NC(=O)C1CCCN(C(=O)NC2CCCCC2)C1 (stereo not drawn)
  10.7%	1.7%	0.3%	-0.9%	-1.2%	-21.8	-0.9%	3.6%	-15.0%	-3.4%	3.6
[18] COc1ccc([C@H]2CC(=O)C=C(/C=C/Cc3ccccc3)C2)cc1
  2.8%	-11.6%	-2.1%	.	?	-14.4	.	-0.5%	.	-0.5%	.
[19] O=C(c1cc2ccccc2o1)N1CCN=C1SCc1cccc(F)c1
  6.2%	-10.4%	0.3%	-1.2%	7.0%	13.1	0.5%	-0.1%	-10.5%	-1.5%	-4.1
[20] CN(CC1COc2ccccc2O1)C(=O)c1ccc(N(C)C)cc1 (stereo not drawn)
  -28.4%	-1.7%	-7.6%	-2.5%	?	11.7	8.7%	-0.1%	-0.2%	-5.0%	5.2
[21] Fc1cccc2sc(N3CCCCC3)nc12
  10.5%	-2.8%	-2.5%	2.8%	-2.7%	-4.8	4.1%	0.1%	-6.8%	-1.1%	-0.9
[22] Cc1sc2nc(CN(Cc3cccs3)C(=O)NC3CCCCC3)[nH]c(=O)c2c1C
  12.3%	-15.3%	0.3%	0.3%	?	16.9	3.0%	0.1%	-11.6%	2.1%	-5.3
[23] CC(C)C(C(=O)Nc1nccs1)N1C(=O)c2ccccc2C1=O (stereo not drawn)
  5.2%	-1.6%	2.1%	3.1%	1.0%	-11.6	-3.2%	-0.5%	-23.0%	2.7%	0.1
[24] CC(=O)c1ccccc1Oc1nc(CN2CCOCC2)nc2scc(-c3cccs3)c12
  15.1%	-0.8%	-3.3%	-2.5%	-0.7%	-4.5	5.7%	0.0%	13.2%	3.0%	0.6
[25] O=C(O)c1ccc(N2CC3CC(C2)c2cccc(=O)n2C3)c(NC(=S)Nc2ccc(Br)cc2)c1 (stereo not drawn)
  17.7%	-9.3%	-1.9%	-29.9%	21.0%	-15.1	1.4%	-0.1%	-3.0%	-2.5%	-2.8
[26] COc1ccc(/C=C/C(=O)c2c(C)cc(C)[nH]c2=O)c2ccccc12
  -37.1%	-3.1%	?	8.2%	-0.2%	-7.9	4.6%	0.1%	0.8%	-3.9%	1.9
[27] O=c1[nH]c(Cc2ccccc2)nc2scc(-c3ccccc3)c12
  18.0%	-7.5%	-2.4%	-0.9%	16.8%	-16.1	0.1%	-0.1%	0.2%	5.1%	-0.7
[28] Cc1cc(C)n(-c2ccc(C(=O)OCC(=O)Nc3ccc([N+](=O)[O-])cc3)cc2)n1
  26.6%	-5.3%	-3.9%	29.0%	0.7%	-10.6	-3.2%	-2.5%	-1.8%	7.2%	4.5
[29] OC[C@H]1OC(O)C[C@@H](O)[C@@H]1O (stereo partly drawn)
  .	10.7%	-0.4%	.	-2.0%	4.9	.	-0.1%	.	-10.4%	.
[30] CCOC(=O)CC1C(=O)NCCN1C(=O)COc1ccc(Br)cc1C (stereo not drawn)
  14.1%	1.6%	-6.4%	-0.3%	-7.3%	-14.2	-1.7%	-0.1%	-0.1%	4.7%	1.6
[31] Cc1cc(=O)oc2c3c(cc(OCC(=O)N[C@@H](C)C(=O)O)c12)OC(C)(C)CC3
  3.1%	52.1%[activator]	-3.2%	0.4%	-1.2%	-0.5	-1.9%	-0.3%	.	2.0%	6.2
[32] COc1ccc(/C=C/C2=NNC(=O)CC2)cc1
  14.9%	-5.5%	0.3%	14.1%	-5.1%	-16.9	10.4%	0.0%	-16.2%	0.5%	-2.1
[33] CC(C)Cc1nc(N2CCOCC2)c(C#N)c2c1CCC2
  3.7%	18.1%	-9.4%	-23.5%	-0.4%	0.7	-0.2%	0.5%	19.0%	3.5%	3.3
[34] Cc1c(NC(=O)CN2CCN(c3cccc(Cl)c3)CC2)c(=O)n(-c2ccccc2)n1C
  4.8%	6.5%	-3.0%	4.1%	-6.5%	5.5	1.3%	-0.1%	1.8%	2.7%	2.1
[35] O=C(NC1CCCC1)c1cc(-c2cccs2)on1
  10.8%	-0.1%	-4.5%	?	?	-9.2	2.8%	-0.9%	-3.8%	2.3%	2.0
[36] CC(Sc1n[nH]c(=O)n1Cc1ccccc1)C(=O)NC1CCCCC1C (stereo not drawn)
  10.5%	-3.5%	0.3%	.	?	10.1	.	0.1%	.	2.3%	.

# These rows are one share of the data, so the mix of outcomes need not match the whole.
